Assay outcomes: PubChem, Icahn School of Medicine at Mount Sinai
RBX1-CUL1 inh = human ROC1-CUL1 E3 ligase inhibition | P62877+Q13616 | in vitro K48 di-Ub FRET, acceptor:donor ratio, 45 min | inhibition, % at 10 µM | 0.6% of 140,000 active | AID 1347404; in the data active = inhibition above about 25%
Target sequence (P62877 whole entry, looked up): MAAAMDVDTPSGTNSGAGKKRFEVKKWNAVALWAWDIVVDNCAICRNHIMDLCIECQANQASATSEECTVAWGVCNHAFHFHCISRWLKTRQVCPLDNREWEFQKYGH
Target sequence (Q13616 whole entry, looked up): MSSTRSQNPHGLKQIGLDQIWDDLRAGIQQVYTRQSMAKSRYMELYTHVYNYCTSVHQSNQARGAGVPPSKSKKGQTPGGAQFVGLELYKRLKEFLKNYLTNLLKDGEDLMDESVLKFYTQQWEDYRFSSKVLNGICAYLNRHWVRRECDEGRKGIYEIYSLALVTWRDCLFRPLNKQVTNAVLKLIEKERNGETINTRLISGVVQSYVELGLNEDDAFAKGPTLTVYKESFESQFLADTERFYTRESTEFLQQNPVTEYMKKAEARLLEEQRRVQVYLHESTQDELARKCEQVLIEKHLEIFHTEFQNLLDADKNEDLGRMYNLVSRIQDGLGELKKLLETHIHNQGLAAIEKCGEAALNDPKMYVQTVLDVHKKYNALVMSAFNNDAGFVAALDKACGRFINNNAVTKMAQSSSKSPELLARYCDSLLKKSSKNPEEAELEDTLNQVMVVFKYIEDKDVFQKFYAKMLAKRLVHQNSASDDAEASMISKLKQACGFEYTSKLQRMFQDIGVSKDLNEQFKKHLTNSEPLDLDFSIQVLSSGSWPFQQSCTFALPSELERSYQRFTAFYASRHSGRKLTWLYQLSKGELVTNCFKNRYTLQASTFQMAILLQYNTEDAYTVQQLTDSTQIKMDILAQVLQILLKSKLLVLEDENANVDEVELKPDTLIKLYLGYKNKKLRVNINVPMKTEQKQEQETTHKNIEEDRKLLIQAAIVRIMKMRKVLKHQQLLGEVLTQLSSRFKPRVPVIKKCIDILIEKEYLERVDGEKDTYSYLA
Active calls of the source: *. The list is partial; count on the stated rates, not on these rows.

canonical_smiles | RBX1-CUL1 inh
COc1cc(NS(=O)(=O)c2ccccc2[N+](=O)[O-])cc(OC)c1 | -5.4
CCOC(=O)c1ccc(NC(=O)CCN2C(=O)/C(=C/c3ccc(OC)cc3)SC2=S)cc1 | -5.1
Cc1ccc(-c2c(C#N)c(C(=O)c3cccs3)nn2-c2ccc(C)cc2)cc1 | 4.8
CC(C)S(=O)(=O)N1CCCC(Cn2cc(C3(O)CCCC3)nn2)C1 (stereo unspecified) | 1.4
Cc1cc(OCC(O)CN2CCCCC2C)ccc1Cl (stereo unspecified) | 5.7
CCN1CCC(NC(=O)c2csc(C)c2C)CC1 | -7.0
O=S(=O)(c1ccc(N2CCOCC2)c(S(=O)(=O)N2CCCC2)c1)N1CCCC1 | 4.7
Cc1cccc(C(=O)N2CCCC2C(=O)Nc2ccc(-n3ccnc3C)cc2)n1 (stereo unspecified) | 9.7
O=C(c1ccc(F)cc1)n1cnnc1SCc1cccc2ccccc12 | -6.1
C#CCOCC(O)CN1CCN(c2ccccc2OC)CC1 (stereo unspecified) | 2.4
NC(=O)c1ccc(C2CCCN2C(=O)c2cc3c(s2)CCCCC3)s1 (stereo unspecified) | 3.2
COc1ccc(-c2cc(C(=O)Nc3ccc4c(c3)OCO4)no2)cc1 | 0.6
CCc1n[nH]c2c1CN(Cc1ccccc1OCCn1ccnc1)CC2 | -1.6
CCOC(=O)c1cc(NC(=O)CSc2nnc(-c3ccc(OC)cc3)o2)ccc1Cl | 9.4
CCCc1nn(C)c(C(=O)Nc2ccccc2C)c1Cl | -2.2
O=C1NC2C=CC1C1C=CC2C(=O)N1 | -9.5
O=C(CCC1CCN(CCCC(F)(F)F)CC1)N1CCOCC1 | -4.3
CCCCC(=O)Nc1ccc2nc(SCC(=O)N3CCc4ccccc43)sc2c1 | -5.2
O=C(CSC1=NCCS1)N1CCN(c2ccccc2)CC1 | 5.8
c1ccc(Nc2c(-c3ccccc3)nc3ncccn23)cc1 | 4.1
O=C(CSc1cn(CC(=O)N2CCCC2)c2ccccc12)Nc1ccc(Cl)cc1 | 1.9
O=C1C=C(c2ccco2)N(c2ccccc2)C(=O)C1Cc1ccccc1 (stereo unspecified) | 12.0
Cc1ccc(C(=O)N=C2C(=O)N(c3ccccc3)N(C)C2C)cc1C (stereo unspecified) | -12.0
O=C(Nc1ccc(Oc2ccccc2)cc1)c1cc(F)c(Cl)nc1Cl | 4.2
Cc1ccc(NC(=O)Cn2c(=O)n(CC(=O)NCCc3ccccc3)c(=O)c3ccccc32)cc1C | 3.8
CCOc1ccc(C(=O)Nc2ccc(-c3nc4cc(CC)ccc4o3)cc2)cc1 | 3.5
CCCn1c(C)c(CC(=O)N(C)Cc2cnn(C)c2)c2c1CC(C)(C)CC2=O | 1.4
C=CCC(=O)N1CCCC(CCc2ccccc2C(F)(F)F)C1 (stereo unspecified) | 7.7
CC1=NC(c2cccc(Cl)c2)=NC(C(F)(F)F)(C(F)(F)F)C1C#N (stereo unspecified) | 0.4
OC(CNCc1ccccc1F)c1ccccc1 (stereo unspecified) | 6.4
COC(=O)C(Cc1ccc(OC(=O)CSC(=O)c2ccccc2)cc1)NC(=O)c1ccccc1 (stereo unspecified) | 3.1
CCOC(=O)c1nn(-c2cccc(C)c2)cc1C(=O)c1nc2ccccc2s1 | 0.8
COc1ccc(/C=C2\SC(=S)N(CCC(=O)Nc3ccc(O)cc3)C2=O)cc1 | -9.4
O=c1[nH]c2ccccc2n2c(-c3cccnc3)nnc12 | -7.0
Cc1cc(C)cc(C(=O)N2CCN(S(=O)(=O)c3ccccc3)CC2)c1 | 3.1
CCCCCCOc1ccc(C(=O)N2CC(C)CC(C)C2)cc1 (stereo unspecified) | -17.9
Cc1ccccc1NC(=O)c1cc2c(=O)n3cccc(C)c3nc2n1C | -10.1
O=C(Nc1nnc(SCC2=Nc3ccccc3C(=O)C2)s1)c1ccccc1 | 0.3
O=c1/c(=C\c2c(-c3ccccc3)[nH]c3ccccc23)sc2n1C(c1ccc(F)cc1)C1=C(N=2)c2ccccc2CC1 (stereo unspecified) | -13.7
CCOC(=O)c1nnc2c(-c3ccc(F)cc3)c(C)nn2c1C | -10.9
COc1ccccc1CCNC(=O)CCc1c(C)c2cc3c(C)coc3cc2oc1=O | -1.0
N#Cc1ccccc1Sc1ccccc1C(=O)Nc1cccc(F)c1 | 0.5
Cc1ccc(Cl)cc1NC(=O)CN1C(=O)CSc2ccc(S(=O)(=O)N3CCCC3)cc21 | -7.0
Cc1cc(C)c2c(=O)cc(C(=O)Nc3ccc(S(=O)(=O)Nc4nc(C)cc(C)n4)cc3)oc2c1 | -6.5
Cc1ccc(-c2ccc(CCC(=O)O)n2-c2ccc(C(N)=O)cc2)cc1 | 3.7
CCOc1cccc(C2c3c(-c4cc(C)ccc4O)n[nH]c3C(=O)N2Cc2ccco2)c1 (stereo unspecified) | 5.3
CCc1cc2c(=O)n(-c3ccc(Cl)cc3)c(SCC(=O)Nc3ccc(C)cc3)nc2s1 | -5.0
O=C(Nc1cc(Cl)cc(Cl)c1)c1c(F)c(F)c(F)c(F)c1F | 2.5
CC(C)Cc1ccc(/C=C/C(=O)N2CCN(c3ccc(F)cc3)CC2)cc1 | -6.0
O=C(O)CCc1ccc([N+](=O)[O-])cc1 | -5.8
CCCC(=O)Nc1ccc(OC)cc1OC | -10.2
c1ccc(-c2nc3c4c(-c5ccccc5)c(-c5ccccc5)n(Cc5ccco5)c4ncn3n2)cc1 | 6.9
CC(=O)Nc1ccccc1CC(C)(C)C | 3.0
Cn1cc([N+](=O)[O-])c(=O)n2nccc12 | -3.5
CC(=O)c1cc2c(s1)SCc1ccccc1C2 | -6.0
O=C(Nc1ccc(I)cc1)c1ccc(Br)cc1Br | 1.2
CCC(C(=O)Nc1ccc(C(=O)OC)cc1)n1nc(-c2ccc(C)cc2)c2c(c1=O)CCCC2 (stereo unspecified) | 3.9
CC(C)(C)NS(=O)(=O)c1ccc(NC(=O)c2ccc(Cl)cc2)cc1 | -2.6
CSC1=N/C(=C\c2cc(Br)ccc2OCC(=O)O)C(=O)S1 | 49.8*
CC(C)c1ccc(OCC(=O)NCC(c2ccc(Cl)cc2)N2CCOCC2)cc1 (stereo unspecified) | -5.2

Continued.
canonical_smiles | RBX1-CUL1 inh
CN1CCN(S(=O)(=O)c2cccnc2N2CCN(CCO)CC2)CC1 | -7.9
CC(C)c1ccc(-c2cc(C(=O)NNC(=O)Nc3ccc(Cl)c(Cl)c3)c3ccccc3n2)cc1 | -13.7
CCOC(=O)N1CCC(N2CCN(C3CCCC3)C(CCO)C2)CC1 (stereo unspecified) | -3.7
CCOc1ccccc1C1c2c(n[nH]c2-c2ccc3c(c2)OCO3)OC(=N)C1C#N (stereo unspecified) | 8.7
Cc1cc(C)n(CC(C)NC(=O)Cn2nnnc2CN(C)C(C)C)n1 (stereo unspecified) | 5.0
CCC(=NCc1ccccc1Cl)C1N=C(c2ccc(Cl)cc2)OC1=O (stereo unspecified) | -9.7
CCCCCCSc1nnc(CSc2nc3nc(C)cc(C)n3n2)s1 | 11.7
Cc1ccc(OC(=O)c2cnn(-c3ccccc3)c2C)cc1C | -3.6
COc1ccc(C2(Cc3ccccc3)C(=O)c3ccccc3C2=O)cc1 | -4.1
Cc1c(C(=O)Nc2ccccc2F)cccc1[N+](=O)[O-] | 1.2
CC1CC(C(=O)Nc2ccccc2)C(=O)O1 (stereo unspecified) | -0.6
CNc1nc(Oc2ccc(=O)n(C)n2)nc(N2CCOCC2)n1 | -4.7
CCc1ccc(S(=O)(=O)NCCc2csc3nc(-c4ccccc4)nn23)s1 | -3.4
CCN(CC1CCCN(CCc2cccc(F)c2)C1)C(=O)c1cnn(CC)c1 (stereo unspecified) | 0.5
Cc1ccc2c(CC(=O)Nc3ccccc3C(F)(F)F)coc2c1C | -1.2
Cc1ccc(OC(=O)CCC(=O)N2CCc3ccccc32)cc1 | -0.3
CN(c1cccc(NS(=O)(=O)c2ccc(Cl)cc2)c1)S(C)(=O)=O | 2.8
Cc1ccc(N2CCN(C(=O)c3sc4cccc(Cl)c4c3Cl)CC2C)cc1 (stereo unspecified) | 1.8
N#CC1C(=O)N=CC(/C=N/N=C/c2ccccc2)C1=Nc1ccccc1 (stereo unspecified) | 1.4
Oc1c(-c2csnn2)cc(Cl)c2ccccc12 | -6.7
O=C1CNC(=O)/C1=C/c1ccc(O)cc1 | -2.9
CSc1nc(C)cc(-n2nc(C)c(C#N)c2N)n1 | 1.6
COc1ccccc1C(=O)Nc1ccc(C)cc1C | -6.9
CC(c1cccs1)N(C)Cc1nc(C2CC2)no1 (stereo unspecified) | -2.8
CCOc1cc(CNc2ccc(O)cc2)cc(Br)c1OCc1ccc(Cl)cc1 | 75.7*
CC(C)(C)c1cc(-c2ccccc2)cc(-c2ccc(Br)cc2)n1 | 5.5
COc1ccc(CNC(=O)c2cnn(-c3ccccc3)c2-n2cccc2)cc1OC | -4.4
Cc1cc(C)cc(NC(=O)C2CCCN2S(=O)(=O)c2ccc3c(c2)C(C)(C)C(=O)N3C)c1 (stereo unspecified) | -4.2
CN(C(=O)CC1(c2ccccc2)CC(=O)N(CCCOc2cccnc2)C1=O)C1CCOCC1 (stereo unspecified) | 5.4
Cc1cc(OCC(=O)NNC(=S)NC(=O)c2ccccc2Br)cc(C)c1Cl | -2.7
Cc1ccc(S(=O)(=O)N(CC(=O)Nc2ccccc2F)Cc2ccc(Cl)cc2)cc1 | -5.0
Cc1cc(S(=O)(=O)Nc2cc3c(cc2Cl)n(C)c(=O)c(=O)n3C)ccc1F | -6.1
CCOC(=O)C1C(C)=NC(=S)NC1c1ccccc1OC(F)F (stereo unspecified) | -3.6
CC(=O)NC1=NN(C(C)=O)C(C)(c2ccc(Cl)s2)S1 (stereo unspecified) | 8.9
Cc1[nH]nc2c1C(c1ccc3ccccc3c1)C(C#N)C(=N)O2 (stereo unspecified) | -1.7
N#Cc1c2n(cnc1=O)CCCCC2 | 2.5
COc1ccc(Cc2nc3ccc(C(=O)N4CCSCC4)cc3o2)cc1OC | 2.4
Cc1nc(CNc2nc3nonc3nc2NCc2ccccc2)cs1 | -14.4
O=S(=O)(c1ccccc1)c1ccc(COc2ccc(-c3cnc4ccccc4n3)cc2)cc1 | -1.8
CCS(=O)(=O)c1ncc(Cl)c(C(=O)Nc2c(C(=O)c3ccc(C)cc3)oc3ccccc23)n1 | -0.2
CC(C)OC(=O)c1cccc(NC(=O)CSc2nnc(COc3ccccc3)n2N)c1 | -15.2
CSc1nc(C)cc(SCc2n[nH]c(=S)n2-c2ccccc2)n1 | 3.6
CCc1c2c(nc3sc(C(=O)Nc4ccc(F)cc4)c(N)c13)CC(C)(C)CC2=O | -4.8
OCCCNCc1cccn1-c1ccccc1 | 0.0
CC(C)(C)OC(=O)NC(C#N)c1ccccc1 (stereo unspecified) | 11.0
Cc1cc(C)cc(NC(=O)C(=O)NCC(c2ccc3c(c2)OCO3)N2CCN(C)CC2)c1 (stereo unspecified) | 3.2
CCCCN(CC)CCNC(=O)C1CCN(S(=O)(=O)c2cccc3nsnc23)CC1 | -0.1
CCSc1nnc2c(n1)OC(c1ccc(OC)c(OC)c1)N(C(C)=O)c1ccccc1-2 (stereo unspecified) | 6.0
NC(=O)c1nc(-c2ccc(F)c(F)c2)nc2c1[nH]c(=O)n2-c1cccc(Cl)c1 | -0.3
CCCCNC(=O)c1cccc(-n2cnc3cccnc32)c1C | -2.5
CC(C)Oc1ccc(/C=C2\SC(=O)N(CC(=O)N3CCOCC3)C2=O)cc1 | -2.6
CCn1c(/C=C2/C(=O)Nc3ccccc32)nc2ccccc2c1=O | -2.0
COc1cc(NC(=O)c2cc3n(n2)C(C(F)(F)F)CC(c2ccc(Br)cc2)N3)cc([N+](=O)[O-])c1 (stereo unspecified) | -13.0
c1ccc(-c2csc(CN3CCc4[nH]nc(C5CCC5)c4C3)n2)cc1 | 6.0
COc1ccc2[nH]c3c(c2c1)CCNC3c1ccc(OC)c(COc2ccccc2F)c1 (stereo unspecified) | 3.6
COc1ccc(C2=Nc3c(C(=O)Nc4ccc(C)cc4)cnn3C(c3ccccc3F)C2)cc1 (stereo unspecified) | -10.3
CCC1=NN(C(=O)c2ccc(I)cc2)C(O)(C(F)(F)F)C1 (stereo unspecified) | 6.4
CCc1ccccc1N1C(=O)NC(=O)/C(=C\c2ccc(Cl)s2)C1=O | 8.0
CCOc1ccccc1-c1nc(-c2ccc(-c3ccccc3)nc2OCC)no1 | 0.3
COc1ccccc1N1CCN(CC(O)COC2CC(C)CC(C)(C)C2)CC1 (stereo unspecified) | 1.5

By substructure, the entries above containing bromine.
canonical_smiles | RBX1-CUL1 inh
O=C(Nc1ccc(I)cc1)c1ccc(Br)cc1Br | 1.2
CSC1=N/C(=C\c2cc(Br)ccc2OCC(=O)O)C(=O)S1 | 49.8*
CCOc1cc(CNc2ccc(O)cc2)cc(Br)c1OCc1ccc(Cl)cc1 | 75.7*
CC(C)(C)c1cc(-c2ccccc2)cc(-c2ccc(Br)cc2)n1 | 5.5
Cc1cc(OCC(=O)NNC(=S)NC(=O)c2ccccc2Br)cc(C)c1Cl | -2.7
COc1cc(NC(=O)c2cc3n(n2)C(C(F)(F)F)CC(c2ccc(Br)cc2)N3)cc([N+](=O)[O-])c1 (stereo unspecified) | -13.0

Following part.
canonical_smiles | RBX1-CUL1 inh
Cn1c(=O)c2c(ncn2CC(O)CN2CCN(CCCSc3ccccc3)CC2)n(C)c1=O (stereo unspecified) | -1.8
CC(=O)c1cccc(NC(=O)CCc2c(C)nc3nc(CN)nn3c2C)c1 | 1.5
O=C(CSc1nnc(Cc2ccccc2)n1-c1ccccc1)N/N=C/c1ccccc1O | 6.3
Cc1ccccc1Oc1cc(N)cc(N)c1 | -4.3
COc1ccc(NC(=O)CN(c2cc(C)cc(C)c2)S(=O)(=O)c2c(C)noc2C)cc1Cl | -1.3
COc1ccc(N2CCN(C(=O)c3nc(-c4ccc(Cl)cc4)n4c3CCCCC4)CC2)cc1 | -4.0
